RNase H inhibition: RNase H inhibition, HIV 1 Gag Pol polyprotein, FRET biochemical assay, screening (AID 372); HIV-1 RT RNase H, FRET RNA/DNA substrate fluorescence; higher % means a stronger effect; one-dose inhibition, % at 10 µM; IC50 in µM for titrated hits; actives 0.77% (n = 100,000); in the data active means inhibition above about 50%
* hit, by the source's call; & = joins results of further samples.

compound,RNase H inhibition
O=C(NC(=S)Nc1ccc(C(=O)N2CCOCC2)cc1)c1cccs1,11.0%
COC(=O)c1ccc(C2Nc3ccc4ccccc4c3C3=C2CC(C)(C)CC3=O)cc1 (stereo not given),12.0%
CCc1ccc(OCC(=O)Nc2cc([N+](=O)[O-])ccc2F)cc1,13.0%
CCCOC(=O)Nc1nnc(Cc2ccccc2)s1,1.0%
CCOc1ccc(C=C2C(=O)N(C)C(=O)N(C)C2=O)cc1Cl,12.0%
O=c1c(-c2ccc(Cl)cc2)coc2c(CN3CCCCCC3)c(O)ccc12,2.0%
O=C(O)c1ccc(-c2cccc(Br)c2)o1,2.0%
CCc1ccccc1NC(=O)CSc1ccc(C)cc1,20.0%
CC1=NN(c2ccccc2)C(=O)/C1=C\c1cccnc1,0.0%
Cc1cc(OCCOc2ccc(/C=C3\SC(=S)N(C)C3=O)cc2)ccc1Cl,7.0%
Cc1cccc(C)c1OCC(O)CNS(=O)(=O)c1ccccc1C(=O)N1CCCCC1 (stereo not given),11.0%
Cc1ccc2nc(-c3ccc(NC(=O)c4ccc(Cl)cc4Cl)cc3)sc2c1,14.0%
O=C(O)c1cc(S(=O)(=O)N2CCCC2)ccc1Br,0.0%
COC(=O)c1c(NC(=O)c2cc3ccccc3oc2=O)sc2c1CCCC2,19.0%
CCCCCCN1C(=O)/C(=C2\SC(=O)NC2=O)c2ccccc21,18.0%
O=C(O)c1cccc(N2C(=O)C3C4C=CC(C4)C3C2=O)c1 (stereo not given),0.0%
O=C(O)/C=C/C(=O)NNC(=O)c1cccc(Br)c1,0.0%
CN(Cc1ccccc1)C(=O)c1ccc2c(c1)OCCO2,5.0%
Cc1ccc(-c2nc(C3CCCCC3)no2)cc1,23.0%
CC(=O)N(c1ccc(C)c(Cl)c1)S(=O)(=O)c1ccc(Cl)cc1,3.0%
CC(=O)c1ccc(N/C=C/C(=O)c2ccc(Br)cc2)cc1,7.0%
COc1cc(OC)c(NC(=O)c2ccc(C)cc2Cl)cc1Cl,14.0%
CCOC(=O)C1C(=O)CC(C)(O)C(C(=O)OCC)C1c1ccc(Cl)cc1 (stereo not given),7.0%
COc1ccc(/C=N/Nc2nc(-c3ccccc3)nc(C)c2C)cc1OC,2.0%
COc1ccc(C(=O)/C=C/c2ccc(OC)c([N+](=O)[O-])c2)cc1,18.0%
CCN1CCN(C(=O)c2c(-c3ccccc3)noc2C)CC1,9.0%
O=S(=O)(Nc1cccc(-c2cn3ccccc3n2)c1)c1ccc(-c2ccccc2)cc1,17.0%
COC(=O)C1=C(C(=O)OC)SC(=C2C(=S)C(C)(C)N(C(=O)/C=C/c3ccc(OC)c(OC)c3)c3ccc(C)cc32)S1,40.0%
CN(C)c1ccc(/C=C/C(=O)NC(=O)c2ccccc2O)cc1,3.0%
CCOc1cccc(OCCOc2ccc(C(=O)c3ccccc3)cc2)c1,22.0%

Random excerpt: 7 records from the list.
compound,RNase H inhibition
COC(=O)C1=C(C(=O)OC)SC(=C2C(=S)C(C)(C)N(C(=O)/C=C/c3ccc(OC)c(OC)c3)c3ccc(C)cc32)S1,40.0%
COc1ccc(C(=O)/C=C/c2ccc(OC)c([N+](=O)[O-])c2)cc1,18.0%
O=c1c(-c2ccc(Cl)cc2)coc2c(CN3CCCCCC3)c(O)ccc12,2.0%
O=C(O)c1ccc(-c2cccc(Br)c2)o1,2.0%
O=C(O)c1cc(S(=O)(=O)N2CCCC2)ccc1Br,0.0%
CCc1ccccc1NC(=O)CSc1ccc(C)cc1,20.0%
CCOc1ccc(C=C2C(=O)N(C)C(=O)N(C)C2=O)cc1Cl,12.0%

Later entries
compound,RNase H inhibition
COc1cccc(N2C(=O)NC(=O)C(=Cc3ccc(N(C)C)cc3)C2=O)c1,23.0%
CCCOc1ccc(CC(CC(=O)O)(C(=O)O)C(=O)O)cc1,0.0%
CCn1c(C(O)c2ccccc2)nc2ccccc21 (stereo not given),7.0%
COc1cc(OC)c(CN2CCN(c3cc(C)ccc3C)CC2)cc1Br,13.0%
CCCC(=O)Nc1ccc(Br)cn1,5.0%
O=C(Nc1ccc(I)cc1)C(Cc1ccccc1)N1C(=O)c2ccccc2C1=O (stereo not given),0.0%
CCOc1cc(/C=C2\SC(N)=NC2=O)cc(Cl)c1OCc1ccc(Cl)cc1Cl,43.0%
COc1cc([N+](=O)[O-])cc(/C=N/NC2=NS(=O)(=O)c3ccccc32)c1O,19.0%
Nc1nnc(SCC(=O)Nc2ccc(Cl)c(Cl)c2)s1,6.0%
O=c1c2c(nc3cc(-c4ccco4)[nH]n13)CCC2,6.0%
CCCCCC(=O)Nc1ccc(S(=O)(=O)Nc2cc(OC)nc(OC)n2)cc1,0.0%
COC(=O)C1=C(C)NC2=C(C(=O)CC(c3ccc(OC)cc3)C2)C1c1ccncc1 (stereo not given),4.0%
COC(=O)C1=C(O)/C(=C\c2ccccc2C(F)(F)F)N=C1C,8.0%
COc1ccc(Cl)cc1S(=O)(=O)Oc1ccc(Cl)cc1,39.0%
Cc1ccc(C)c(S(=O)(=O)NC(=O)C(C)O)c1 (stereo not given),1.0%
CC1(C)CC(=O)c2c(oc3ccc(NS(=O)(=O)c4ccc5c6c(cccc46)C(=O)N5)cc23)C1,17.0%
Cc1cc(C)c(O)c(N=Cc2cc([N+](=O)[O-])ccc2O)c1,0.0%
CC(=O)C1=C(O)C(=O)N(CCO)C1c1ccccc1[N+](=O)[O-] (stereo not given),7.0%
CC(C)NC(=O)C(C)SCc1ccccc1 (stereo not given),0.0%
O=C1NC(=S)N(c2ccccc2F)C(=O)/C1=C/c1cccn1-c1ccc(Br)cc1,33.0%
COc1ccccc1OCCOc1ccc(Cl)cc1/C=C1/SC(=S)N(C)C1=O,31.0%
COc1ccc(C2Nc3ccccc3C(=O)N2c2ccc(Cl)cc2)cc1Cn1nc(C)c([N+](=O)[O-])c1C (stereo not given),13.0%
O=C(O)CC1S/C(=N/N=C2/C(=O)Nc3ccccc32)N(c2ccc(O)cc2)C1=O (stereo not given),0.0%
CC(C)(C)NC(=O)c1cc2nc(-c3ccccc3)cc(C(F)(F)F)n2n1,8.0%
CCCOc1ccc(C(=O)ON=C2C(C)CN(C)CC2C)cc1 (stereo not given),15.0%
Cc1ccc(C(=O)Cn2c(NCCCO)nc3ccccc32)cc1,1.0%
CCCc1[nH]nc2c1C(c1ccc([N+](=O)[O-])c(Cl)c1)C(C#N)=C(N)O2 (stereo not given),15.0%
CCN(CC)c1ccc(C2C(C(=O)OC)=C(C)NC3=C2C(=O)CC(c2ccccc2)C3)cc1 (stereo not given),28.0%
COc1ccccc1N1CCN(/N=C\c2cc(OC)c(OC)c(OC)c2)CC1,5.0%
C#CCC(CC#C)(C(=O)OC)C(=O)OC,21.0%
Cc1ccc(C=Nc2cc([N+](=O)[O-])ccc2C)s1,2.0%
S=C(NCCc1c[nH]c2ccccc12)Nc1ccc(Cl)cc1Cl,31.0%
O=C(N/N=C/C(Br)=C/c1ccccc1)c1ccccc1[N+](=O)[O-],12.0%
CC(C)N/C=C(/c1cc(O)ccc1O)[N+](=O)[O-],1.0%
Cc1ccc(N2CC(C(=O)NCc3ccco3)CC2=O)cc1 (stereo not given),9.0%
Cc1cccc(C)c1OCCOc1cccc(/C=C2\SC(=S)N(C)C2=O)c1,24.0%
O=S(=O)(Nc1ccn(-c2ccccc2)n1)c1ccc(Br)cc1,11.0%
CCOC(=O)c1ccc(NCCC(=O)c2cccs2)cc1,24.0%
CCOc1ccc(Cl)cc1/C=c1\sc2nc3ccccc3n2c1=O,7.0%
COCCn1c(N)c(S(=O)(=O)c2ccc(C)cc2)c2nc3ccccc3nc21,9.0%
COc1ccc(/C=N/NC(=O)CC2C(=O)NN=C2C)cc1 (stereo not given),5.0%
Cc1cc([N+](=O)[O-])ccc1NCc1c[nH]c2ccccc12,10.0%
COc1ccc(C2CC(=O)C3=C(C2)Nc2ccccc2NC3c2ccccc2OC)cc1 (stereo not given),33.0%
O=C(O)c1ccccc1NC1=C(Cl)C(=O)N(c2cccc(Cl)c2)C1=O,0.0%
NS(=O)(=O)c1ccc(N=C2c3ccccc3C(=O)C2c2ccccc2)cc1 (stereo not given),11.0%
Cc1ccc(-n2nc3ccc(NC(=S)NC(=O)c4ccc(Br)cc4)cc3n2)cc1,0.0%
CCOc1ccc(C2=C(/C=C3\SC(=S)NC3=O)C(c3ccccc3C)c3ccccc3O2)cc1 (stereo not given),34.0%
CC(C)c1ccc(NC(=O)CN(c2ccc(Cl)cc2)S(C)(=O)=O)cc1,15.0%
CC1=C(C(=O)Nc2ccccc2C)C(c2cccs2)C(C#N)=C(SCC(=O)c2ccc(C)cc2)N1 (stereo not given),17.0%
CCOc1cc(C2C(C(=O)OC)=C(C)NC3=C2C(=O)CC(c2ccccc2)C3)ccc1OC(C)=O (stereo not given),6.0%
FC(F)(F)c1cccc(NC(=S)Nc2ccccc2)c1,7.0%
CC(=O)c1cccc(NC(=O)CC2S/C(=N\N=C(/C)c3ccc([N+](=O)[O-])cc3)NC2=O)c1 (stereo not given),6.0%
CC1(C)Cc2c(sc3nc(SCC(N)=O)n(CCc4ccccc4)c(=O)c23)CO1,2.0%
COc1cccc(/C=N/NC(=O)c2cc(C)[nH]n2)c1,11.0%
O=[N+]([O-])c1ccc(-n2ncnc2-c2cccc(Br)c2)c(Cl)c1,0.0%
CN1C(=O)CSC1=Nc1ccc(Br)cc1,28.0%
O=C(CSc1nnc(-c2ccncc2)n1Cc1ccccc1)c1ccc(Br)cc1,15.0%
C=CCn1c(O)c(C2=c3cc(OC)ccc3=NC2=O)sc1=S,3.0%
O=C1NN(c2ccc(Cl)c(Cl)c2)C(=O)/C1=C/c1cc([N+](=O)[O-])ccc1O,10.0%
CCOC(=O)C1=C(C)N=c2s/c(=C\c3ccc(-c4ccc([N+](=O)[O-])cc4)o3)c(=O)n2C1c1ccc(N(C)C)cc1 (stereo not given),13.0%

(further entries)
compound,RNase H inhibition
O=C(COc1ccc(Cl)cc1)NN=C1CCC(c2ccccc2)CC1 (stereo not given),4.0%
COc1cc([N+](=O)[O-])ccc1NC(=O)COc1ccccc1C(C)(C)C,7.0%
COc1ccccc1C(=O)N1CCN(c2nc3ccc([N+](=O)[O-])cc3s2)CC1,25.0%
O=c1c([N+](=O)[O-])c(N2CCN(Cc3ccccc3)CC2)c2ccccc2n1-c1ccccc1,12.0%&6.0%
N#C/C(=C1\NC2(CCCCC2)Cc2ccccc21)c1ccccc1,26.0%
N#Cc1c(N)c(C(=O)c2ccccc2)n2c1CCCC2,17.0%
Cc1ccc(N2C(=O)C3C4C=CC(C5CC45)C3C2=O)cc1Cl (stereo not given),0.0%
C/C(=N\NC(=O)C1(C)CC1(Br)Br)c1ccncc1 (stereo not given),2.0%
O=C(N/N=C/c1cccc(OCc2ccccc2)c1)C1CC1,7.0%
CCN(CC)c1ccc(/C=N\NC(N)=O)cc1,2.0%
O=[N+]([O-])c1ccc(-c2[nH]c(-c3ccc(I)cc3)nc2-c2ccccc2)cc1,0.0%
CCOc1cccc(NC(=O)/C(C#N)=C\c2cc(C)n(-c3cccc(C(=O)OC)c3)c2C)c1,5.0%
O=C(c1cccc(Cl)c1)N1CCN(C2CCN(Cc3ccccc3)CC2)CC1,3.0%
O=C(/C=C/c1ccccc1)Nc1nc2ccccc2s1,0.0%
Cc1ccc2nc(-c3ccc(C)c(NC(=O)C(C)(c4ccccc4)c4ccccc4)c3)oc2c1,11.0%
O=C(Cc1c[nH]c2ccccc12)N/N=C/c1cccc(F)c1,12.0%
CN(C)/C=C/C(=O)c1nnn(C2CCCCC2)c1NC1CCCCC1,1.0%
Cc1ccc(C2CC(C(F)(F)F)n3nc(C(=O)N4CCN(Cc5ccccc5)CC4)cc3N2)cc1 (stereo not given),6.0%
Brc1ccc(CN2CCN(C3CCN(Cc4ccccc4)CC3)CC2)cc1,4.0%
CCOc1cc(/C=N/NC(C)=O)ccc1OCc1ccccc1C#N,1.0%
CCOc1ccc(/C=C2\SC(=S)N(NC(=O)c3ccccc3)C2=O)cc1,15.0%
CCOc1cccc(/C=N/n2cnnc2)c1O,1.0%
COn1c(C)c(C)c2c3nonc3ccc21,36.0%
Cc1ccc(N(Cc2ccc(C(=O)NC(C)(C)C)cc2)S(C)(=O)=O)cc1C,7.0%
O=C(Nc1ccc(Br)cc1C(=O)O)c1cccs1,17.0%
CCCc1nc(-c2ccccc2)c(-c2ccc(OC)c(OC)c2)c(=O)[nH]1,18.0%
CC1(C)C(=O)N(Cc2ccc([N+](=O)[O-])cc2)c2ccccc2N1C(=O)c1ccc(F)cc1,12.0%
Cc1cc(N2CCN(C(c3ccccc3)c3ccccc3)CC2)nc2ccccc12,8.0%
CCc1cc(=O)oc2cc(OCc3cccc(C)c3)ccc12,7.0%
COc1cc(NC(=O)c2ccc(C(C)(C)C)cc2)c(OC)cc1Cl,5.0%
Cc1cccc(OCC(=O)NCC(C)C)c1,3.0%
O=C1OC(c2ccccc2Br)=N/C1=C\c1cc2c(cc1Cl)OCO2,0.0%
CCOC(=O)c1c(NC(=O)CCN2C(=O)c3cccc4cccc(c34)C2=O)sc2c1CCC2,9.0%
Cc1cccc(C(=O)NC(Nc2ccccc2F)C(Cl)(Cl)Cl)c1 (stereo not given),15.0%
O=C(c1nn2c(C(F)(F)F)cc(-c3ccccc3)nc2c1Cl)N1CCCC1,6.0%
CC(C)(C)NC(=O)C(=O)N/N=C/c1ccc(Br)cc1,3.0%
COC(=O)C1=C(C)N(C)C(C)=C(C(=O)OC)C1c1ccc(C)s1,15.0%

Bioassay records as filed in PubChem BioAssay.

Not all compounds are listed, so the mix of outcomes need not match the whole.
